Screening data: PubChem BioAssay, National Center for Advancing Translational Sciences (NCATS)
NPSR antag: neuropeptide S receptor (human) antagonism, cAMP. actives 1% (n = 220,000). Q6W5P4. CHO-NPSR cells, cAMP TR-FRET, antagonist mode. Potency, µM (highest dose often 38.3 µM), for the others: top-dose activity change, negative = inhibition, most hits filed as inhibitors; further: on the % scale 0 is the no-effect control and ±100 the full control effect; nearly all actives have a fitted effect of over 50% in size; many of its hits are not listed in these tables
GAA inh: alpha-glucosidase (human) inhibition; purified human GAA, 4-MU-alpha-glucoside fluorescence; Potency, µM (top dose mostly 76.9 µM), for inactives: at the top dose activity change, negative = inhibition, most hits filed as inhibitors; actives 0.005% (n = 200,000); AID 1466; P10253;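 further: plate controls were uninhibited enzyme wells for no effect and no-enzyme background for full effect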
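Activity normalized between no-enzyme (basal) and enzyme-only wells. Conditions: 4 nM human enzyme, 400 uM fluorogenic substrate, citrate/phosphate pH 5.0 with Tween-20, 20 min room temperature, compounds up to 77 uM.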
GAA glycogen: GAA glycogen-cleavage inhibition or activation. P10253. recombinant GAA, glycogen substrate, Amplex Red glucose oxidase fluorescence. Potency, µM (titrated, usually from 76.4 µM), inactives show top-dose activity change, negative = inhibition, actives largely listed as inhibitors. actives 0.38% (n = 300,000);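 further: 0% = full enzyme reaction and -100% = no-enzyme basal signal; the screen sought inhibitors and activators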
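qHTS, 1536-well; enzyme 4 nM final; cpd up to 77 uM; substrate bovine liver glycogen 30 ug; 50 mM citrate/phosphate pH 5.0, 0.01% Tween-20; 37 C, 40 min; Amplex Red detection 45 min RT; Hill fit → AC50.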
aGlu spleen mod: inhibitors or activators of human alpha-glucosidase in spleen homogenate. actives 0.006% (n = 240,000). human spleen homogenate, 4-MU-alpha-glucoside fluorescence. Potency, µM (titrated, usually from 79.9 µM), for inactives: at the highest dose activity change, negative = inhibition, usual class: inhibitors. AID 2112;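 further: 0% = enzyme with vehicle and -100% = no enzyme basal signal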
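AC50 values come from Hill-equation fits of concentration-response data, normalized to no-enzyme and full-activity controls. Enzyme source: 1 ug human spleen homogenate; 1 mM fluorogenic 4-MU glucoside, pH 5.0 citrate buffer, 37 C, 40 min.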
Tau fluor cs: counter-screen for tau fibril formation inhibitors; tau K18 P301L (four-repeat tau fragment) Alexa594 fluorescence, heparin fibrillization; AID 1463; actives 0.93% (n = 280,000); Potency, µM (titrated, usually from 57.7 µM), inactives show at the highest dose activity change, negative = decrease; further: on the % scale 0 is the no-effect control and ±100 the full control effect; nearly all actives have a fitted effect of over 55% in size
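Human K18 P301L tau (15 uM unlabeled plus 0.24 uM Alexa 594-labeled, final) in 100 mM sodium acetate pH 7 was mixed with compound and 20 uM heparin and incubated 6 hr at 37 C.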
Epigenetic derep: regulators of epigenetic silencing causing reporter derepression in mouse cells. Potency, µM (top dose mostly 53.9 µM), for the others: at the highest dose GFP activation, hits mostly activators. murine LDR cells, GFP reporter derepression, 30 h. actives 0.2% (n = 280,000); further: % of control where 0% means no effect; nearly all actives have a fitted effect of over 60% in size
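Murine LDR cells bearing a silenced CMV-driven GFP reporter were exposed to compound for 30 h at 37 C. After PBS washes, GFP-positive cells (20-120 um objects) counted by laser-scanning microplate cytometry.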
aGal spleen mod: inhibits or activates alpha-galactosidase in human spleen homogenate. AID 2107. actives 0.008% (n = 240,000). human spleen homogenate, 4MU-alpha-Gal fluorescence, 40 min. Potency, µM (series often up to 80 µM), for inactives: at the highest dose activity change, negative = inhibition, actives largely listed as inhibitors;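 further: 0% = enzyme with vehicle and -100% = no enzyme basal signal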
Target sequence (P06280 32-429 limits assumed): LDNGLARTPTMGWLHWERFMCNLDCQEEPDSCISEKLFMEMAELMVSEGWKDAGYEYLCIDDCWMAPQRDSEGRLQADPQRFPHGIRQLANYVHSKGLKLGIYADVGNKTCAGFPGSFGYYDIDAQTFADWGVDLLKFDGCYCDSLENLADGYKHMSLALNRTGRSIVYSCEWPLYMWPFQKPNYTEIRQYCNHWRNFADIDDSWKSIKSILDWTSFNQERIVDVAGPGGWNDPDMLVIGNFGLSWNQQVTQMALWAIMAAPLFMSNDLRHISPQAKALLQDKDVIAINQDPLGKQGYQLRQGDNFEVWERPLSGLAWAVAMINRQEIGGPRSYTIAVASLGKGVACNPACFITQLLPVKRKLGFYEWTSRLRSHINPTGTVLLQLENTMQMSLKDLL
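Inhibition or activation of alpha-galactosidase in human spleen homogenate is scored by 4-MU fluorescence after 40 min at 37C, pH 5.0, with 1 mM substrate. AC50s come from concentration-response fitted to the Hill equation.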
ALDH1A1 inh: blocks purified human ALDH1A1 activity | P00352 | Purified ALDH1A1, NADH fluorescence, propionaldehyde substrate | Potency, µM (top dose mostly 75.3 µM), for inactives: top-dose activity, negative = inhibition, usual class: inhibitors | actives 7.3% (n = 220,000) | AID 1030; active means well fitted inhibition curve with a large enough effect, not every such curve was filed as active; inconclusive means small, poorly fitted or top-dose-only effect, or another doubt; inactive means no such curve, though single readings can be large or run the other way;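 further: plate controls were no enzyme wells and a reference inhibitor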
Target sequence (P00352 whole entry, looked up): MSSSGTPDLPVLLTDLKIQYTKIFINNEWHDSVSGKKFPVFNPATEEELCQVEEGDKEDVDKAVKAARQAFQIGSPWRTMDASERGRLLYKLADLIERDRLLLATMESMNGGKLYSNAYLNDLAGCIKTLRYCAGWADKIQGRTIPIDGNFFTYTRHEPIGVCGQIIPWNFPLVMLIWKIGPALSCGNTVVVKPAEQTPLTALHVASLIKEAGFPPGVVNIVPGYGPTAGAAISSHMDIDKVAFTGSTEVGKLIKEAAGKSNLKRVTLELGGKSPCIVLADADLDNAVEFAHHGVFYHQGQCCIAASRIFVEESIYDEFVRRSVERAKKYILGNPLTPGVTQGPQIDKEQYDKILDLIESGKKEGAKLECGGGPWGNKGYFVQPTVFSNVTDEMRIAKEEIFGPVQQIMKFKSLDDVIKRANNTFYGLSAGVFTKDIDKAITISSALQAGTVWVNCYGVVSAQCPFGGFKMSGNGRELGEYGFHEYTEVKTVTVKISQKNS
Numbers without * were called inactive; u = inconclusive; x = no result given; & = joins results of further samples; [ ] = remark or other dose. Unless noted, the call rests on the fitted dose curve; in most records, active means well fitted curve in the direction sought with a large enough effect; inconclusive means small, poorly fitted or top-dose-only effect, or another doubt; inactive means no such curve, though single readings can be large; an effect the other way counts as inactive or inconclusive. Potency means the concentration at half of the fitted maximal effect. Not all compounds are listed (hit frequency here may not be typical).

Compound	NPSR antag	GAA inh	GAA glycogen	aGlu spleen mod	Tau fluor cs	Epigenetic derep	aGal spleen mod	ALDH1A1 inh
CC(=O)Nc1ccc(S(=O)(=O)CCC(=O)O)cc1	5%	-5%	1%	4%	-4%	-2.0%	3%	-3%
Cc1ccc(O)c(-c2cc(C(F)(F)F)[nH]n2)c1	13%[46.1 µM]	-1%	-13%	-28%	-20%	2.3%	-4%	8%
Nc1ccc(-n2nnnc2CN2CCOCC2)cc1	12%	2%	-5%	3%	-3%	1.9%	3%	9%
COC(=O)CSc1nc(N)c(C#N)c(C(C)C)c1C#N	12%[46.1 µM]	0%	-5%	0%	-4%	3.6%	-2%	u
Cc1ccc(N2CC(C(=O)Nc3ccncc3)CC2=O)cc1 (stereo unspecified)	-5%[46.1 µM]	1%	-1%	-1%	7%	0.0%	0%	-2%
OCCNc1nc(Nc2ccc(O)cc2)nc2ccccc12	-13%	x	u	-4%	u	0.0%	-9%	x
COc1ccc(Cc2nc(-c3ccc(Cl)cc3)no2)cc1	-18%[46.1 µM]	-10%	0%	-3%	-14%	-1.1%	1%	10%
Cc1cc(O)c(C(=O)Cc2csc(C)n2)c(O)c1	13%	-5%	-7%	-3%	-12%	-1.7%	3%	12%
CC(NC(=O)CCn1nc(-c2ccc(Cl)cc2)ccc1=O)c1ccccc1 (stereo unspecified)	4%	-5%	4%	5%	-5%	0.0%	6%	-3%
CCCCN1CCCCC1C(=O)Nc1c(C)cccc1C (stereo unspecified)	x	x	x	5%	-5%	-0.5%	4%	2%
CC1CCc2cc(F)ccc2N1C(=O)C1(C)CC1(Cl)Cl (stereo unspecified)	-13%[46.1 µM]	-2%	-10%	3%	-14%	-1.0%	0%	-3%
Cc1ccc2c(c1)N(CC(=O)N1CCc3ccccc3C1)C(=O)CO2	-25%[7.67 µM]	u	0%	-5%	-11%	-1.0%	3%	1%
COc1ccccc1-n1cn[nH]c1=S	16%	x	-4%	-3%	-7%	1.7%	8%	x
CC(Sc1nc(-c2ccccc2)cc(C(F)(F)F)n1)C(=O)Nc1sc2c(c1C(N)=O)CCC2 (stereo unspecified)	-30%	1%	1%	-3%	2%	0.0%	9%	u
CC(=O)C1=C(O)C(=O)N(Cc2ccco2)C1c1cccc(F)c1 (stereo unspecified)	4%	-2%	-7%	-1%	-12%	1.1%	2%	5%
S=C(Nc1cccc(Cl)c1)Nc1ccc2cn[nH]c2c1	-3%	-7%	-26%	-5%	u	0.0%	-5%	28µM*
CCc1ccccc1NC(=O)Cc1ccc(-n2cccc2)cc1	0%	10%	0%	7%	14%	0.0%	1%	-11%
CCN(C(=O)COC(=O)c1cc(-c2ccc3cc(OC)ccc3c2)nc2ccccc12)C1CCS(=O)(=O)C1 (stereo unspecified)	-8%	u	2%	1%	u	0.0%	7%	u
COc1ccc(C2=NC(=O)/C(=C\c3cc(OC)c(OC)c(OC)c3)O2)cc1	4%	-2%	5%	-7%	-2%	5.2%	-3%	6%
CCOc1ccc(NC(=S)NC(C)C(c2ccccc2)N2CCN(C)CC2)cc1 (stereo unspecified)	-11%	-3%	-3%	x	-6%	-1.3%	-1%	-8%
O=c1cc(-c2ccccc2O)oc2cc(O)cc(O)c12	x	x	x	-2%	u	-1.1%	-14%	-14%
NCCCNc1ccc([N+](=O)[O-])cc1C(F)(F)F	5%	3%	12%	-6%	-8%	0.3%	-13%	0%
COCCN(CCOC)c1nc(C)nc2c1nc(-c1ccccc1)n2CCCN(C)C	x	x	x	2%	-5%	-2.1%	-1%	u
N#CC1=C(N)C2=CCCC[C@H]2[C@H](c2ccc(Br)cc2)C1(C#N)C#N	-16%[46.1 µM]	0%	14%	-3%	u	1.3%	-1%	13µM*
O=C(Oc1cccc2cccnc12)c1cccc(-n2cnnn2)c1	-4%	-2%	-2%	-4%	-1%	-0.1%	3%	-5%
Cn1c(N)c(C(=O)COC(=O)c2cc(C(F)(F)F)nc3ccccc23)c(=O)n(Cc2ccccc2)c1=O	-24%	-11%	-6%	-2%&-28%	u	0.3%&1.4%	-3%&-16%	-8%&-14%
COc1c(C)cc(C(=O)C2CCCN(Cc3cccc4nccnc34)C2)cc1C (stereo unspecified)	48%	-5%	-8%	u	-10%	-4.4%	2%	-1%
O=C(CNC(=O)c1ccc(Br)o1)OCC(=O)c1cccc([N+](=O)[O-])c1	10%	2%	17%	7%	-1%	3.5%	7%	-8%
CCC(C)NS(=O)(=O)c1ccc(-c2csnn2)s1 (stereo unspecified)	-12%[46.1 µM]	7%	3%	-12%	-6%	-0.1%	-6%	1%
CC(C)c1ccc(NC(=O)c2cccc(Br)c2)cc1	-28%	-2%	3%	-2%	-18%	1.7%	4%	-3%
O=C(COC(=O)c1cccnc1Cl)NCCC1=CCCCC1	11%	3%	-14%	3%	-10%	-0.1%	5%	u
COc1cccc(OC)c1C(=O)N1CCN(c2ccccn2)CC1	0%[46.1 µM]	-9%	-8%	2%	-1%	0.0%	7%	u
O=C(CNc1ccc(F)cc1)N/N=C1\CCc2ccccc21	-6%	5%	-9%	7%	-29%	-1.4%	-2%	-9%
Clc1ccc(SCNc2ccccc2Cl)cc1	-31%	x	-4%	1%	-28%	-1.1%	-4%	x
Cc1cc(C)c2nc(N3CCCN(C(=O)c4cnccn4)CC3)c(C#N)cc2c1	7%[46.1 µM]	-10%	-7%	5%	-8%	-8.1%	11%	u
COc1ccc(-n2nc(C)c3onc(C)c3c2=O)cc1	-11%	-7%	10%	4%	0%	0.0%	-4%	-10%
COc1ccc(-c2ccc(-c3nnc(-c4cc(OC)ccc4OC)o3)cc2)cc1	4%[46.1 µM]	10%	4%	-1%	0%	-4.3%	6%	u
O=C(/C=C/c1cccs1)c1ccc(Br)cc1	-10%[46.1 µM]	-7%	3%	1%	-10%	-0.9%	6%	2%
Fc1ccc(-n2nnc(-c3cnc4ccccc4c3)n2)cc1	-15%	x	-1%	-6%	-12%	3.8%	5%	5%
Cc1ccccc1NC(=O)NCCc1ccc(Cl)cc1	-8%	12%	-7%	1%	-1%	3.2%	2%	6%
COc1cccc(/C=C/C(=O)NCCc2ccc3c(c2)OCCO3)c1	-7%[46.1 µM]	2%	7%	-4%	1%	1.1%	6%	-14%
COc1cccc(C2c3c(oc4ccccc4c3=O)C(=O)N2c2ccccn2)c1 (stereo unspecified)	u	4%	-13%	8%	-6%	-1.2%	2%	20%
COC(=O)c1ccc(C(NC(=O)OCc2ccccc2)/C(=C/[C@@H](C)C(=O)NCc2cc(F)cc(F)c2)c2cccnc2)cc1 (stereo partly specified)	x	x	x	-6%	-6%	2.0%	-6%	0%
COC(=O)c1ccccc1NC(=O)CSCC(=O)Nc1ccccc1	-5%[46.1 µM]	-8%	1%	-3%	-14%	0.3%	6%	8%
COc1cc(NC(=O)c2ccco2)c(OC)cc1NC(=O)Nc1cccc(Cl)c1	-1%[46.1 µM]	-6%	-3%	-2%	13µM*[quencher]	3.1%	-1%	4%
Cn1ccnc1SCC(=O)Nc1sccc1C#N	-11%[46.1 µM]	5%	9%	-2%	-12%	0.4%	3%	25µM*
CC(C)(C)OC(=O)N1CCC[C@H]1c1nnc(SCc2ccc(Cl)cc2Cl)o1	u	-3%	-5%	-5%	-5%	0.0%	-2%	3%
Cc1cc(=O)[nH]c(N/N=C/C(C)c2ccccc2)n1 (stereo unspecified)	16%	x	u	-1%	-2%	2.3%	0%	x
CCOC(=O)N1CCC(N2CCN(S(=O)(=O)c3ccc(NC(C)=O)cc3)CC2)CC1	-10%[46.1 µM]	-9%	-5%	-2%	-5%	0.9%	1%	u
CN1CCN(S(=O)(=O)c2ccc(NC(=O)COc3ccccc3Cl)cc2)CC1	-16%	10%	3%	-1%	-4%	0.0%	3%	3.2µM*

Further structures:
Compound	NPSR antag	GAA inh	GAA glycogen	aGlu spleen mod	Tau fluor cs	Epigenetic derep	aGal spleen mod	ALDH1A1 inh
COC(=O)C1=CN(c2ccc(OC)cc2)C=C(C(=O)OC)C1c1ccc(C)c([N+](=O)[O-])c1	-22%	-1%	5%	0%	-18%	-1.6%	1%	-2%
CC(C)(C)OC(=O)NCCC(=O)Oc1ccc2ccc(=O)oc2c1	0%[46.1 µM]	u	2%	u	-10%	5.9%	u	u
S=C(NCC1CCCO1)Nc1ccc(Cl)cc1Cl (stereo unspecified)	10%	0%	2%	12%	-2%	-0.8%	6%	-5%
COc1ccc(-n2nnnc2SCc2nc(N)nc(N3CCOCC3)n2)cc1	-9%[46.1 µM]	-6%	-1%	1%	-8%	-1.8%	-14%	17%
CCCc1[nH]n(-c2ccc(F)cc2)c(=O)c1C=NCC1CCCO1 (stereo unspecified)	37%	x	-9%	3%	0%	-0.2%	-7%	-12%
COc1cc(CC(=O)OCC(=O)Nc2ccc(N3CCOCC3)cc2)cc(OC)c1OC	0%	1%	1%	8%	-1%	-0.9%	3%	-13%
C/C(=N\NC(=O)c1ccccc1)c1ccc(-n2ccnc2)cc1	-14%[46.1 µM]	3%	1%	1%	-2%	0.0%	5%	0%
CC1=C(C(=O)Nc2ccccc2)C(c2cc(CN3CCOCC3)cs2)C2=C(CCCC2=O)N1 (stereo unspecified)	-8%	15%	5%	5%	-8%	-5.9%	11%	u
CCC(=O)N(Cc1ccco1)Cc1cc2cccc(C)c2n2nnnc12	6%	1%	-3%	0%	-5%	1.1%	-4%	7%

Compound profiles, as listed above. Order of screens: NPSR antag	GAA inh	GAA glycogen	aGlu spleen mod	Tau fluor cs	Epigenetic derep	aGal spleen mod	ALDH1A1 inh
Record of `S=C(NCC1CCCO1)Nc1ccc(Cl)cc1Cl` (stereo unspecified) → 10%	0%	2%	12%	-2%	-0.8%	6%	-5%
Record of `COc1cc(CC(=O)OCC(=O)Nc2ccc(N3CCOCC3)cc2)cc(OC)c1OC` → 0%	1%	1%	8%	-1%	-0.9%	3%	-13%
Record of `C/C(=N\NC(=O)c1ccccc1)c1ccc(-n2ccnc2)cc1` → -14%[46.1 µM]	3%	1%	1%	-2%	0.0%	5%	0%
